RORg inh: qHTS for inhibitors of ROR gamma transcriptional activity | Drosophila S2 Gal4-RORgamma UAS-luciferase reporter, 20 h | Potency, µM (top dose mostly 53.6 µM), for inactives: at the top dose activity change, negative = inhibition, most hits filed as inhibitors | actives 5.4% (n = 310,000); also: potency is read from the fitted curve at half-maximal effect; % is scaled to controls: 0 for no effect and ±100 for the full control effect; nearly all actives have a fitted effect of over 60% in size
Target sequence (P51450 whole entry, looked up, the tested form may be a part): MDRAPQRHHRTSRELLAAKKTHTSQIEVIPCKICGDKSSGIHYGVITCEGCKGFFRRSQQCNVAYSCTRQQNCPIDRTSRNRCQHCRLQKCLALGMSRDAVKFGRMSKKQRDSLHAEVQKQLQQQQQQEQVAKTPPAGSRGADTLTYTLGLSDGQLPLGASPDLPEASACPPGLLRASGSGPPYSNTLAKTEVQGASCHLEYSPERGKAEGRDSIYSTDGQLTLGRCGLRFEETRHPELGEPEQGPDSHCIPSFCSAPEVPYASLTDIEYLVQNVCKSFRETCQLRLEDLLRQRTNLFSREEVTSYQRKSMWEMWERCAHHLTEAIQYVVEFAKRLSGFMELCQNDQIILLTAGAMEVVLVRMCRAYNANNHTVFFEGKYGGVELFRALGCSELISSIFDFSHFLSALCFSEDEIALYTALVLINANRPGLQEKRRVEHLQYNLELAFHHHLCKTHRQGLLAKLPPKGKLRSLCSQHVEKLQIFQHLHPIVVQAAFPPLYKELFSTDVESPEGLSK
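Using a luciferase readout, inhibitors were identified by reduced reporter activity in Drosophila cells coexpressing a copper-inducible Gal4–ROR gamma fusion and UAS-driven Photinus luciferase, incubated 20 hr after 700 uM copper sulfate.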
Menin-MLL TR inh: qHTS Assay for Inhibitors Targeting the Menin-MLL Interaction in MLL Related Leukemias: Competition With Texas Red Labeled MLL-derived Mutant Peptide; O00255; Menin + Texas Red MLL mutant peptide, fluorescence polarization; Potency, µM (titrated, usually from 61.6 µM), inactives show at the highest dose FP activity change, negative = inhibition, usual class: inhibitors; actives 0.23% (n = 270,000); AID 1768, 2009; active = well fitted inhibition curve with a large enough effect in the polarisation, with a control signal flat, not every such curve was filed as active; inconclusive = small, poorly fitted or top-dose-only effect, or effect the other way, or a change in a side signal; inactive = no such curve, though single readings can be large or run the other way; the % refers to the polarisation; also: potency is read from the fitted curve at half-maximal effect; % of control where 0% means no effect; many of its hits are not listed in these tables
KCNH2 3.1 inh: qHTS for Inhibitors of KCHN2 3.1: Mutant qHTS. Potassium voltage-gated channel subfamily H member 2, brain isoform KCNH2 3.1 (human). U2OS KCNH2 3.1, thallium flux FluxOr; active compounds read low. activity change, % (tested at about 1.8 µM). actives 0.95% (n = 340,000). AID 720553, 2013;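 active = maximum activity change below -70%; inconclusive = maximum activity change from -70% to -50%; inactive = maximum activity change above -50%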;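 also: thallium influx rate constant from kinetic fluorescence after stimulation buffer; % is scaled to controls: 0 for no effect and ±100 for the full control effect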
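Virally transduced U2OS (3.1 isoform, 4 h infection in dark at RT) → overnight 37 C → FluxOr + Red40 in HBSS/HEPES, 45 min → stimulation buffer, 2 min kinetic read → rate constant vs DMSO controls.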
Rab9 prom act: qHTS Assay for Rab9 Promoter Activators; Huh7 Rab9 promoter-luciferase reporter, luminescence, 24 h; actives 2.8% (n = 320,000); Potency, µM (top dose mostly 9.22 µM), inactives show at the top dose activation, negative = inhibition, hits mostly activators; also: potency is read from the fitted curve at half-maximal effect; % of control where 0% means no effect; nearly all actives have a fitted effect of over 60% in size
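Promoter activation is measured as luciferase luminescence in Huh7 cells stably transfected with a Rab9 promoter–luciferase construct, following 24 h compound exposure at 37 °C and 10 min reagent incubation at ambient temperature.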
VP16 counter: VP16 counterscreen qHTS for inhibitors of ROR gamma transcriptional activity; Drosophila S2 Gal4-VP16 UAS-luciferase, luminescence, 20 h; Potency, µM (top dose mostly 53.6 µM), without a hit: at the highest dose activity, negative = inhibition, hits mostly inhibitors; actives 3.5% (n = 310,000); AID 2546, 2010;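 also: Gal4-VP16 expression switched on by copper sulfate through the metallothionein promoter; potency is read from the fitted curve at half-maximal effect; % is scaled to controls: 0 for no effect and ±100 for the full control effect; nearly all actives have a fitted effect of over 50% in size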
FLuc counter: qHTS profiling assay for firefly luciferase inhibitor/activator using purifed enzyme and Km concentrations of substrates (counterscreen for miR-21 project); Luciferin 4-monooxygenase (Photinus pyralis), P08659; purified FLuc, Km substrates, luminescence inhibition; Potency, µM (highest dose often 57.5 µM), without a hit: at the top dose activity change, negative = inhibition, most hits filed as inhibitors; actives 6.9% (n = 360,000); AID 588342, 2011;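 also: potency is read from the fitted curve at half-maximal effect; plate controls were vehicle for no effect and reference inhibitor for full effect; nearly all actives have a fitted effect of over 55% in size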
Target sequence (P08659 whole entry, looked up): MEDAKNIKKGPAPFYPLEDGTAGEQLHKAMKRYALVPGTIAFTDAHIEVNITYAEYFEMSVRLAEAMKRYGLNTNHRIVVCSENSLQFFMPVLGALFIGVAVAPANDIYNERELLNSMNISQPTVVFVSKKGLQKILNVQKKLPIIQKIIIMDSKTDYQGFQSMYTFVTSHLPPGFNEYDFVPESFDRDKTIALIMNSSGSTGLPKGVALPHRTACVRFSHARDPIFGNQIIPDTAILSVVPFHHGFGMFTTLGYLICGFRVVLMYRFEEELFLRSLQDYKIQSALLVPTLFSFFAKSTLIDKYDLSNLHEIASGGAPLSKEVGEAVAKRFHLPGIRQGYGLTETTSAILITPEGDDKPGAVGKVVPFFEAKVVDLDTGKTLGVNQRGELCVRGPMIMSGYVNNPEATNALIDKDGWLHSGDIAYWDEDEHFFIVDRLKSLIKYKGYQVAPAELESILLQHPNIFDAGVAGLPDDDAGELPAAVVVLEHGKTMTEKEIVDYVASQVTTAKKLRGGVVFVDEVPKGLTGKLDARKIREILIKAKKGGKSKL
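Purified P. pyralis luciferase, 10 nM final, with Km-level 10 uM D-luciferin and 10 uM ATP in 50 mM Tris acetate pH 7.5, 10 mM Mg acetate, 0.01% Tween-20, 0.05% BSA; 6-point qHTS titration about 60 µM downward; luminescence read.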
MBNL1-CUG inh: qHTS Assay for Inhibitors of MBNL1-poly(CUG) RNA binding; TR-FRET MBNL1-His/biotin-(CUG)12 binding, 665/545 ratio; Potency, µM (highest dose often 57.5 µM), without a hit: top-dose activity change, negative = inhibition, actives largely listed as inhibitors; actives 0.036% (n = 280,000); AID 2675, 2010; active = well fitted inhibition curve with a large enough effect in the signal ratio, with a control signal flat, not every such curve was filed as active; inconclusive = small, poorly fitted or top-dose-only effect, or effect the other way, or a change in a side signal; inactive = no such curve, though single readings can be large or run the other way; the % refers to the signal ratio; also: potency is read from the fitted curve at half-maximal effect; % is scaled to controls: 0 for no effect and ±100 for the full control effect
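TR-FRET readout: Ex 340 nm, 665/545 nm emission ratio, normalized to buffer-only (basal) and MBNL1-(CUG)12 controls. Complex of MBNL1-His with Biotin-(CUG)12, compounds 92 nM–58 uM, incubated 60 min at room temperature.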
ELG1 DNA repair: qHTS screen for small molecules that inhibit ELG1-dependent DNA repair in human embryonic kidney (HEK293T) cells expressing luciferase-tagged ELG1. HEK293T ELG1-luciferase reporter, luminescence, 16 h; DNA damage induced by 5-fluorouridine. Potency, µM (titrated, usually from 46.1 µM), for the others: top-dose activity change, negative = inhibition, usual class: inhibitors. actives 2.3% (n = 330,000). AID 504467, 2011; also: potency is read from the fitted curve at half-maximal effect; % is scaled to controls: 0 for no effect and ±100 for the full control effect; nearly all actives have a fitted effect of over 55% in size
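Cells (2,000 per well) received 5-fluorouridine plus test compound or DMSO and were incubated 16 hr at 37 °C, 5% CO2. Luciferase activity was read by luminescence 30 min after ONE-Glo addition; signal suppression marked inhibition of damage-induced ELG1 function.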
NPC1 promoter act: qHTS Assay for NPC1 Promoter Activators; Huh7 NPC1 promoter luciferase reporter, 24 h; Potency, µM (series often up to 9.22 µM), for the others: at the highest dose activation, most hits filed as activators; actives 2.4% (n = 320,000); AID 485313, 2010;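 also: potency is read from the fitted curve at half-maximal effect; % of control where 0% means no effect; nearly all actives have a fitted effect of over 60% in size; reporter is driven by a mutant NPC1 promoter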
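Quantitative HTS used a cell-based reporter: Huh7 cells stably bearing the NPC1 promoter upstream of luciferase were treated with compounds for 24 h, and promoter activation was read as luminescence.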
PKM2 activator: qHTS Assay for Activators of Human Muscle isoform 2 Pyruvate Kinase; Pyruvate kinase PKM (Homo sapiens), P14618; Potency, µM (highest dose often 57.5 µM), inactives show at the top dose activation, usual class: activators; actives 0.34% (n = 260,000); purified PKM2, Kinase-Glo ATP luminescence, activation; response scale: 0% is enzyme alone, no compound; also: potency is read from the fitted curve at half-maximal effect; % is scaled to controls: 0 for no effect and ±100 for the full control effect; nearly all actives have a fitted effect of over 55% in size
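hPK-M2, >95% pure; 0.1 mM ADP / 0.5 mM PEP final; imidazole pH7.2 buffer w/ 7 mM MgCl2, 50 mM KCl; 1 h RT; Kinase-Glo lum. Intermediate enzyme activity for dual inhibitor/activator qHTS.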
Mito fusion yeast: qHTS Assay for Small Molecule Inhibitors of Mitochondrial Division or Activators of Mitochondrial Fusion. S. cerevisiae fusion-defective mutant growth rescue, CellTiterGlo 48 h. Potency, µM (titrated, usually from 46.1 µM), for inactives: at the top dose growth rescue (activation), actives largely listed as activators. actives 0.23% (n = 320,000). AID 485298, 2010;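 also: potency is read from the fitted curve at half-maximal effect; % of control where 0% means no effect; nearly all actives have a fitted effect of over 45% in size; temperature-sensitive fusion mutants such as fzo1-1 at 37 °C on non-fermentable ethanol glycerol medium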
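Yeast fusion mutant, YPEG (non-fermentable carbon), compound, 48 h at 37C non-permissive; CellTiterGlo added, 10 min RT, luminescence read. Rescued growth = division inhibition.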
* marks the source's active call; other numbers are inactive results; ? = inconclusive; / = not tested or not shown; [ ] = dose if it differs, or a comment. Unless noted, calls follow the shape of the dose curve; as a rule, active = well fitted curve in the direction sought with a large enough effect; inconclusive = small, poorly fitted or top-dose-only effect, or another doubt; inactive = no such curve, though single readings can be large; an effect the other way counts as inactive or inconclusive. The list is partial (hit frequency here may not be typical).

SMILES	RORg inh	Menin-MLL TR inh	KCNH2 3.1 inh	Rab9 prom act	VP16 counter	FLuc counter	MBNL1-CUG inh	ELG1 DNA repair	NPC1 promoter act	PKM2 activator	Mito fusion yeast
COc1ccc(C(=O)N(C)C2CCCCC2)cc1S(=O)(=O)N1CCOCC1	/	/	21.1	1.9%	/	3.4%	/	3.5%	-0.5%	/	-1.2%
O=C(Nc1cccc2ccccc12)N1CCN(c2ncccn2)CC1	0.4%	12.6%	-1.0	11.9%	?	-5.5%	18.8%	-1.3%	4.8%	-21.8%	7.6%
O=c1cc(C(Cl)(Cl)Cl)oc2c1ccc1ccccc12	1.41µM*	-0.5%	-12.4	-14.8%	5.62µM*	0.0%	2.7%	15.5%	-15.6%	-0.5%	21.1%
COc1ccc(CCNC(=O)C(C)c2ccc([N+](=O)[O-])cc2)cc1 (stereo unspecified)	2.0%	17.2%	6.8	2.2%	-18.1%	-0.6%	24.3%	0.2%	-1.9%	-10.1%	5.6%
CC(=O)Nc1ccc(NC(=O)COc2ccc3c(c2)CCC3)cc1	-2.9%	4.5%	-2.8	-1.7%	4.8%	-16.7%	/	-9.6%	-5.4%	1.6%	0.4%
c1ccc(-c2csc(-c3ccncc3)n2)cc1	-7.2%	1.0%	-12.0	24.0%	2.8%	15.1µM*	?	?	18.2%	1.4%	-5.7%
CC(C)(C)NC(=O)CN(C(=O)Cn1nnc(-c2ccc(Cl)cc2)n1)C1CCN(Cc2ccccc2)CC1	5.5%	11.6%	-1.5	2.1%	-0.2%	0.3%	-10.5%	-6.4%	-7.7%	-11.2%	-2.6%
O=C(c1cc2ccccc2o1)N1CCN(S(=O)(=O)c2ccc(F)c(F)c2F)CC1	/	/	-3.5	-6.6%	/	3.0%	/	24.8%	-1.4%	/	0.2%
Nc1nc(CSC(=S)N2CCCCC2)nc(Nc2ccccc2)n1	?	?	-16.4	?	-15.1%	26.9µM*	-5.4%	?	29.5%	1.7%	6.0%
COc1ccc(OC)c(C(=O)NC(CC(N)=O)c2ccc(NCc3ccccn3)c([N+](=O)[O-])c2)c1 (stereo unspecified)	2.6%	1.1%	28.0	-0.1%	-6.4%	-1.5%	?	9.8%	-3.2%	-0.5%	1.5%
C/C(=N\Nc1ccc([N+](=O)[O-])cc1)c1ccc2c(c1)OCO2	0.4%	?	/	?	-7.3%	-0.8%	/	?	27.5%	-2.1%	-2.1%
O=C(Nc1ccc(F)cc1)Nc1nnc(COc2ccccc2F)s1	1.5%	?	3.3	2.1%	-12.5%	-1.9%	-2.9%	?	0.7%	-12.9%	9.8%
COc1ccc(C(O)c2nc3ccccc3s2)cc1 (stereo unspecified)	26.9%	1.9%	/	0.6%	2.7%	-0.9%	1.6%	12.6%	-2.4%	0.9%	0.5%
CCCCNC(=O)CNC(=S)N(Cc1cc(OC)c(OC)c(OC)c1)C1CCCC1	-5.5%	1.3%	14.2	0.4%	2.4%	2.5%	-9.7%	-21.0%	1.6%	2.2%	-0.5%
COc1cccc(C(=O)NNC(=O)C(=O)Nc2ccc(C)c(Cl)c2)c1	-21.8%	?	31.5	1.2%	-4.5%	-11.5%	-1.1%	1.3%	1.4%	/	2.0%
OCC(CO)(CO)NC(=S)Nc1cc(Cl)cc(Cl)c1	?	/	-2.1	0.8%	5.8%	0.7%	-0.3%	1.6%	-0.2%	5.4%	2.9%
CC(=O)c1sc(NC(=O)COc2ccc(Cl)cc2C)nc1C	13.4%	/	10.0	9.9%	17.8%	?	/	26.9%	4.8%	-0.2%	-2.6%
CC(SCc1nc2sc3c(c2c(=O)[nH]1)CCCC3)C(=O)Nc1ccccn1 (stereo unspecified)	/	/	-36.1	1.8%	/	1.9%	/	21.1%	1.6%	/	3.7%
C=C(C)c1ccc(C(C)(C)NC(=O)NCc2ccco2)cc1	10.5%	0.3%	0.1	-0.3%	4.2%	-0.7%	3.8%	-12.6%	-1.2%	-3.3%	1.0%
O=C(CCNC(=O)c1ccco1)Nc1ccc(OC(F)F)cc1	-43.4%	-2.4%	15.8	4.6%	-7.8%	2.3%	2.5%	-5.5%	2.2%	-2.8%	-1.2%
CCN(C(=O)Cc1ccc(NC2=NC3CS(=O)(=O)CC3S2)cc1)c1ccccc1 (stereo unspecified)	-5.5%	-5.7%	3.9	-6.6%	-25.2%	4.3%	-22.8%	13.8%	-1.1%	2.4%	-2.0%
C=CCNC(NC(=O)c1ccccc1)(C(=O)OCC)C(F)(F)F (stereo unspecified)	4.4%	-0.4%	3.9	3.9%	2.5%	10.6%	5.3%	-7.8%	-2.2%	-0.3%	-4.4%
O=C(CSc1nnc2n1CCCN2)c1ccc(Cl)cc1	35.9%	-7.5%	2.5	2.2%	4.5%	-3.9%	3.1%	?	7.6%	-1.0%	15.6%
O=C(NCc1ccc2c(c1)OCO2)c1cc2ccccc2oc1=O	-3.8%	-17.6%	12.9	-1.1%	-2.2%	-15.4%	?	?	2.1%	-15.0%	7.8%
Cc1ccccc1OCC(=O)N/N=C/c1cccn1C	8.91µM*	-2.6%	-2.4	2.2%	0.2%	-16.2%	9.1%	-6.1%	2.9%	12.3%	3.9%
COc1ccccc1-c1cc(C(F)(F)F)nc(S(=O)(=O)CCCC(=O)Nc2cccnc2Cl)n1	3.98µM*	11.0%	10.1	-1.5%	8.91µM*	7.4%	-1.0%	?	-1.8%	/	10.1%
O=C(NCCS(=O)(=O)N1CCN(c2ccccc2F)CC1)c1ccc2c(c1)OCO2	/	/	11.4	1.8%	/	-1.5%	/	?	-2.9%	/	-3.3%
COc1ccc(C2C(C(C)=O)=C(O)C(=O)N2c2ccc(Br)cc2)cc1 (stereo unspecified)	?	19.0%	8.0	6.1%	-8.7%	-17.1%	?	-16.5%	-1.8%	0.5%	7.6%
Cc1ccccc1CNC(=O)c1ccc(Cl)c([N+](=O)[O-])c1	-18.9%	2.8%	-8.1	13.0%	-9.2%	-3.9%	-12.7%[11.5 µM]	-17.9%	-0.7%	-20.7%	/
COCCn1nnnc1SCC(=O)N1CCCCC1	18.7%	13.1%	-9.3	0.1%	-12.8%	2.6%	10.5%	14.0%	-1.7%	-1.1%	-1.7%
Clc1ccc(CNC2CCCC2)c(Cl)c1	4.8%	-8.7%	2.9	-0.5%	-1.1%	0.3%	-0.7%	-0.3%	-0.7%	2.4%	-2.4%
COc1ccc(NC(=O)CSc2nnc3ccc(-c4ccncc4)nn23)cc1OC	9.5%	2.8%	12.5	-5.0%	0.9%	-2.1%	?	-4.7%	-2.7%	2.2%	-23.8%
CN1CCN(c2ccc(NC(=O)CSc3nnnn3-c3ccccc3F)cc2)CC1	-16.5%	24.2%	-7.4	-4.5%	-4.5%	-4.5%	0.5%	?	3.9%	-0.3%	-13.4%
Cc1nn(C)c2ncc(C(=O)c3cc(F)ccc3O)cc12	-32.3%	2.9%	-4.8	1.0%	15.9%	-0.8%	-2.8%	-8.0%	-1.8%	-1.1%	1.9%
CN(c1ccc(F)cc1)S(=O)(=O)c1ccc(Cl)c(C(=O)NC2(C)CCS(=O)(=O)C2)c1 (stereo unspecified)	/	/	3.8	-6.9%	/	0.6%	/	11.1%	-3.0%	/	-4.6%
O=C(Nc1cccc(Cl)c1)OCc1cn(-c2ccc(Cl)cc2)nn1	-2.1%	?	0.1	1.7%	-26.0%	4.8%	-8.4%	7.1%	-2.6%	3.0%	-0.2%
